# Screening results as filed in PubChem.
# Pin1 inhibitor: human Pin1 inhibition; Q13526; Pin1 FP peptide displacement, HiFluor488, 10 min; Potency, µM (highest dose often 115 µM), for inactives: top-dose activity, negative = inhibition, hits mostly inhibitors; actives 0.009% (n = 390,000); AID 504891; active means well fitted inhibition curve with a large enough effect in the polarisation, with a control signal flat, not every such curve was filed as active; inconclusive means small, poorly fitted or top-dose-only effect, or effect the other way, or a change in a side signal; inactive means no such curve, though single readings can be large or run the other way; the % refers to the polarisation; further: on the % scale 0 is the no-effect control and ±100 the full control effect
# ERG-DNA inh: ERG Ets/DNA interaction inhibition | actives 0.028% (n = 370,000) | AID 624246 | Potency, µM (doses to about 76.9 µM), for inactives: at the top dose FP activity, negative = inhibition, usual class: inhibitors | P11308 | fluorescence polarization, His-ERG Ets domain / labelled DNA; active means well fitted inhibition curve with a large enough effect in the polarisation, with a control signal flat; inconclusive means small, poorly fitted or top-dose-only effect, or effect the other way, or a change in a side signal; inactive means no such curve, though single readings can be large or run the other way; the % refers to the polarisation;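 further: polarization taken with two DNA probes labelled with fluorescein and Texas red; % of control where 0% means no effect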
#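 His-tagged ERG Ets domain (1 uM in the protein solution; 300mM KCl, 50mM Tris-HCl, 1mM EDTA, 1mM DTT, pH 7.5) received compound, then a probe mix of 5 nM fluorescein-DNA and 100nM Texas-615-DNA. Fluorescence polarization was read for both dyes.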
# ALOX12 inh: inhibitors of human 12S-lipoxygenase ALOX12. P18054. AID 1671190. purified 12hLO, xylenol orange hydroperoxide absorbance. actives 1.1% (n = 580,000). Potency, µM (top dose mostly 108 µM), inactives show at the top dose activity change, negative = inhibition, most hits filed as inhibitors; further: on the % scale 0 is the no-effect control and ±100 the full control effect
#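 Purified human 12hLO (150 nM final) in 25 mM Hepes, 0.01% Triton X-100, pH 7.0 was preincubated 15 min at room temperature with compound. Then 40 uM arachidonic acid was added, 30 min. Hydroperoxide was read by Fe-XO absorbance ratio 573/405 nm.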
# rTrxR1 inhibitor: inhibitors of rat thioredoxin reductase 1; O89049; recombinant rTrxR1, NADPH fluorescence consumption, selenite substrate; Potency, µM (series often up to 114 µM), for the others: top-dose activity change, negative = inhibition, hits mostly inhibitors; actives 1% (n = 390,000); further: on the % scale 0 is the no-effect control and ±100 the full control effect; nearly all actives have a fitted effect of over 65% in size
# Target sequence (O89049 whole entry, looked up): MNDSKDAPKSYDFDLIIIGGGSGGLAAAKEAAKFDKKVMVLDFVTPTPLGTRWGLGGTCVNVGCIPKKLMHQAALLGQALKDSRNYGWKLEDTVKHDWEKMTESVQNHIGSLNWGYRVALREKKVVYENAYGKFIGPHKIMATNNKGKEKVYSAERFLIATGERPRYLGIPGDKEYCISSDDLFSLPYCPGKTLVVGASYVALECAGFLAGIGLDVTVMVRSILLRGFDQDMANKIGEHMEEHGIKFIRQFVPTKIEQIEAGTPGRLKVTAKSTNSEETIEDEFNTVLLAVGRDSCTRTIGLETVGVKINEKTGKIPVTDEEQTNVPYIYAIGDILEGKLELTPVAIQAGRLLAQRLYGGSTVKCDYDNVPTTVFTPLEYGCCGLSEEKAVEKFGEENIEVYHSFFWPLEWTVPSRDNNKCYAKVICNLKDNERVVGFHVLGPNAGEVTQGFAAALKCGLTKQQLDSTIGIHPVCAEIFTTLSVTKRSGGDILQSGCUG
#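 Rat TrxR1 (90 nM in the dispensed reagent) was pre-reduced with 400 uM NADPH for 5 min at room temperature, then incubated with compound for 15 min. After 400 uM selenite was added, NADPH fluorescence (Ex 340/Em 450 nm) was followed for 8 min.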
# JMJD2A Tudor inh: blocks the human JMJD2A Tudor domain; Potency, µM (series often up to 114 µM), inactives show at the top dose activity change, negative = inhibition, most hits filed as inhibitors; O75164; AlphaScreen JMJD2A-Tudor / H3K4me3 peptide binding; actives 4.4% (n = 390,000); further: on the % scale 0 is the no-effect control and ±100 the full control effect; nearly all actives have a fitted effect of over 50% in size
# RGS4 inhibitor: human RGS4 inhibition | P49798 | AID 504845 | actives 0.039% (n = 390,000) | Potency, µM (top dose mostly 114 µM), for the others: top-dose activity change, negative = inhibition, most hits filed as inhibitors | Transcreener GDP fluorescence polarization, RGS4-accelerated GTP hydrolysis; further: on the % scale 0 is the no-effect control and ±100 the full control effect; nearly all actives have a fitted effect of over 75% in size; some results filed as inactive show a strong effect at the top dose
# Target sequence (P49798 whole entry, looked up): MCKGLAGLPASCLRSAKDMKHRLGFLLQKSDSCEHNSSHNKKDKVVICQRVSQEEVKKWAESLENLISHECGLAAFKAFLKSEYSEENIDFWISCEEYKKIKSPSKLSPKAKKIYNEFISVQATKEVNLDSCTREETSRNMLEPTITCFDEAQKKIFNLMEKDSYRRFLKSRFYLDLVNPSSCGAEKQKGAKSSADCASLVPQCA
#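 MLSMR compounds (23 nl, pin-transferred) preincubated 10 min at room temperature with a 500nM (2x) first reagent, then RGS4 at 900nM (2x) plus Transcreener GDP mix added; fluorescence polarization (620/688 nm) read before and after 90 min at 30 °C.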
# Tb PGK inh: inhibitors of T. brucei phosphoglycerate kinase; P07378; PGK/GAPDH coupled, Kinase-Glo luminescence, 60 min; Potency, µM (highest dose often 57.5 µM), inactives show top-dose activity change, negative = inhibition, actives largely listed as inhibitors; actives 0.043% (n = 380,000); further: on the % scale 0 is the no-effect control and ±100 the full control effect; nearly all actives have a fitted effect of over 60% in size
#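 Recombinant glycosomal PGK reaction used 1,3-bisphosphoglycerate generated in-well by GAPDH (100nM final) in 100mM TEA pH 7.6, 5mM MgCl2, 0.01% Tween-20. After 60 minutes at room temperature, ATP was read by Kinase-Glo Plus luminescence end-point.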
# HP1b chromo inh: blocks HP1-beta chromodomain binding to methylated histone tails | P83916 | AlphaScreen HP1-beta / biotin-H3K9me3 peptide binding | Potency, µM (highest dose often 114 µM), inactives show top-dose activity change, negative = inhibition, most hits filed as inhibitors | actives 0.56% (n = 390,000); further: nearly all actives have a fitted effect of over 70% in size; inactives centre near 23
# Target sequence (P83916 whole entry, looked up): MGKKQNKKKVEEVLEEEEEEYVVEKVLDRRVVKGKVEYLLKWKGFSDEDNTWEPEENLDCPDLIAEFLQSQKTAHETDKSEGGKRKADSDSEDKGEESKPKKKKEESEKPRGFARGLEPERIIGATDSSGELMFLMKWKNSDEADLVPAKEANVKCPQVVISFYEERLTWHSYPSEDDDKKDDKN
#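 AlphaScreen: HP1-beta (50 nM) preformed 30 min with biotin-H3(1-18)K9me3 peptide (50 nM) in PBS pH 7.4, 0.01% Tween-20. Compound added for 30 min at RT, then streptavidin donor/nickel chelate acceptor beads (10 ug/mL) for 30 min.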
# GLS inhibitor: blocks human kidney-isoform glutaminase activity | Potency, µM (highest dose often 45.5 µM), for inactives: at the top dose activity change, negative = inhibition, hits mostly inhibitors | AID 624170 | GLS enzymatic activity, qHTS titration | actives 0.21% (n = 410,000) | O94925; further: on the % scale 0 is the no-effect control and ±100 the full control effect
#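 Assay buffer: 45 mM KH2PO4 pH 8.2, 0.02% Tween-20. hKGA acts on L-glutamine (1 mM solution added); product glutamate is reported by an oxidase/peroxidase Amplex Red coupling, with fluorescence taken at baseline and 30 min.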
# The depositor's hits bear a star; i = inactive; ? = inconclusive; . = no result given; [ ] = remark or other dose. Unless noted, the call rests on the fitted dose curve; in most records, active means well fitted curve in the direction sought with a large enough effect; inconclusive means small, poorly fitted or top-dose-only effect, or another doubt; inactive means no such curve, though single readings can be large; an effect the other way counts as inactive or inconclusive. Potency means the concentration at half of the fitted maximal effect. An excerpt (hit frequency here may not be typical).
# Values run as follows: Pin1 inhibitor, ERG-DNA inh, ALOX12 inh, rTrxR1 inhibitor, JMJD2A Tudor inh, RGS4 inhibitor, Tb PGK inh, HP1b chromo inh, GLS inhibitor
Cc1ccc(/C=N/NC(=O)c2nnn(-c3nonc3N)c2CN(C)C)s1
    -8%, -1%, 1%, 9%, -11%, 32%, -7%, 36%[activator], 5%
COC(C/C=C/[C@H](O)[C@H](C)OCc1ccccc1)OC
    4%, -21%, 19%, 26%, -4%, 16%, 2%, 36%, 1%
Cc1cc(-c2cc(C(=O)Nc3ccccc3)on2)nc(NCC2CC2)n1
    -4%, 2%, -2%, 5%[57.1 µM], -8%, 39%, 7%, 21%, 7%
COc1ccc(OS(=O)(=O)Cc2ccccc2)cc1
    2%, 7%, 31%[activator], 2%[57.1 µM], 44%[activator], -1%, -11%, 90%[activator], -20%
O=C(NCC1CCCO1)c1cc2ccccc2o1 (centres undefined)
    -3%, -6%, 1%, 15%, -15%, 45%, -7%, 27%, 8%
Cc1nn(-c2nc3ccccc3n2Cc2ccccc2)c2c1C(=O)CC(C)(C)C2
    27%, 0%, 0%, 14%[57.1 µM], -30%, -42%, -6%, 38%, -4%
COc1c2ccc(C(=O)NCCCCc3ccccc3)cc2nn1C
    -16%, -11%, -14%, 2%, -10%, 13%, -3%, 14%, 3%
N#CC1=C(N)OC2=C(C(=O)CCC2)C1c1cc2c(cc1Br)OCO2 (centres undefined)
    2%, -10%, -41%, 6%, -23%, 12%, -6%, 14%, 10%
CC(C)[C@H](NC(=O)c1ccc(C(C)(C)C)cc1)C(=O)N1CCN(Cc2ccc3c(c2)OCO3)CC1
    13%, -7%, -13%, 6%, ?, 16%, -7%, -19%, 16%
Cn1c(=O)cc(N2CCCCC2)[nH]c1=O
    0%, 4%, 11%, ?, -10%, -13%, 1%, 36%, 9%
Cc1ccc(C(=O)OCC(=O)NC2CCCCCC2)c(C)c1
    -1%, 9%, 7%, 1%[57.1 µM], -7%, 15%, 6%, 8%, 0%
O=C(Nc1ccc2c(c1)OCCO2)C1CCCN1S(=O)(=O)c1cccc2cccnc12 (centres undefined)
    0%, -7%, 2%, ?, -19%, -16%, -10%, 32%, 1%
CCN(C(=S)Nc1ccccc1F)C1CCCCC1
    2%, ., 23%, 14%, -7%, -10%, -23%, 17%, ?
CN(C)C(=O)c1ccc(NC(=O)c2cccc(S(=O)(=O)N3CCCCCC3)c2)cc1
    3%, -4%, 180%[activator], 31%, 2%, 6%, i, 43%[activator], 1%
COc1ccccc1N1CCN(S(=O)(=O)c2c(C)sc3ncn(CC(=O)Nc4ccc(C(F)(F)F)cc4)c(=O)c23)CC1
    -3%, -5%, 6%, 19%, 8%, 2%, -11%, 36%, 5%
C[C@]12c3[nH]c4ccc(Cl)cc4c3CCN1C(=O)[C@@H](CC(=O)NCc1ccco1)C[C@@H]2C(=O)N1CCCCC1
    -3%, 2%, ?, 3%, ?, -22%, -2%, -8%, 13%
Cc1cccc2c(C(=O)O)c3c(nc12)CCCCC3
    -6%, -4%, 16%, 11%[57.1 µM], -4%[11.4 µM], -2%[11.4 µM], 0%, 24%, 1%
CN(CCOc1ccccc1)CC(O)COc1ccccc1 (centres undefined)
    0%, -11%, -9%, 14%, -8%, 24%, 8%, 13%, 7%
CCOc1c2ccc(C(=O)NCc3cc(C(F)(F)F)cc(C(F)(F)F)c3)cc2nn1C
    ?, 3%, -12%, 14%, -9%, -16%, 1%, 55%[activator], -2%
COC(=O)C1=C(C)Nc2nnnn2C1c1ccco1 (centres undefined)
    -5%, 5%, 13%, -3%, -23%, -3%, -4%, 12%, 18%
O=C(Nc1ccc(Cl)cc1)c1ccc2c(=O)n3c(nc2c1)CCCCC3
    0%, 17%, i, 6%[57.1 µM], -13%, -25%, 5%, 38%, 1%
Cc1c(NC(=O)COC(=O)COc2ccc(Nc3ccccc3)cc2)c(=O)n(-c2ccccc2)n1C
    -5%, -1%, -22%, 12%[57.1 µM], -31%, -32%, -3%, -10%, -4%
CCC(Sc1ncccc1C(=O)OC(C)C)C(=O)N1CCOCC1 (centres undefined)
    -1%, 2%, -12%, 14%, -9%, 16%, -7%, 1%, -3%
CCC(OC(=O)CNS(=O)(=O)c1ccccc1)C(=O)c1ccccc1 (centres undefined)
    -3%, -6%, -8%, 1%, -13%, 3%, -5%, 3%, 7%
CC(C(=O)NCc1cccs1)n1cccc1 (centres undefined)
    0%, 9%, 437%[activator], -10%[57.1 µM], -1%, -14%, -3%, 19%, -14%
Cc1nc(N2CCN(C(=O)c3ccco3)CC2)c2c3c(sc2n1)CC(C)CC3 (centres undefined)
    14%, 3%, -24%, -19%, ?, 14%[56.9 µM], i, -11%, -16%
CCOC(=O)c1cccc(NC(=O)c2ccc3snnc3c2)c1
    -1%, 4%, -12%, -1%, -3%, -20%, -13%, 42%[activator], 4%
COc1cc(-c2cc(C(=O)Nc3ccncc3)c3ccccc3n2)cc(OC)c1OC
    -7%, -1%, -27%, 26%, -22%, -10%, i, 36%, 1%
O=C(NNC(=O)c1cccnc1SCc1cccc([N+](=O)[O-])c1)c1ccc(F)cc1
    -2%, 9%, -8%, -14%, -2%, -21%, i, 44%[activator], 2%
CCCOc1ccc(-c2c(C(=O)N/N=C/c3cccnc3)nnn2-c2nonc2N)cc1
    1%, -9%, -25%, -8%, -4%, 24%, -3%, 30%, 1%
Cc1cc2c(n1-c1ccc(C(=O)NCCc3ccc(Cl)cc3)cc1)CCCC2
    -1%, 7%, ?, -13%, -27%, -4%, -2%, 21%, -5%
CO/N=C(\c1ccccc1)c1cccnc1
    -6%, -6%, 0%, 9%, 5%, -16%, -2%, 32%, -7%
O=C(CCC(=O)N1CCSc2ccccc21)Nc1cccc(F)c1
    -2%, -1%, 33%[activator], 13%[57.1 µM], -11%, 23%, 0%, 26%, -2%
Cc1cc(C)c2c(-n3cccc3)nn(CC#N)c2n1
    -3%, 0%, 0%, -8%, 19%, -16%, -12%, 2%, 0%
CCOC(=O)C1CCCN(S(=O)(=O)c2cnc(Cl)c(Br)c2)C1 (centres undefined)
    -1%, -7%, 10%, -5%, -9%, -10%, 3%, 36%, -1%
COc1ccccc1OCCn1cc(C(=O)C(C)C)c2ccccc21
    ?, 7%, 5%, -4%, 1%, 11%, -4%, 33%, -12%
COc1ccc(NC(=O)Nc2cccc3c2O[C@H](CN(C)S(=O)(=O)c2ccc(F)cc2)[C@@H](C)CN([C@H](C)CO)C3=O)cc1
    ?, 7%, 3%, 26%, -30%, 13%, 4%, 34%, -1%
O=C(c1ccccc1)N1CCN(C(=O)C23CC4CC(CC(C4)C2)C3)CC1
    1%, -3%, -13%, 14%, -2%, 20%, 9%, 27%, 0%
Cc1cccc(C)c1NC(=O)CSc1nnc(C2CCCCC2)o1
    6%, -3%, -1%, 9%, -5%, 1%, 5%, 12%[57 µM], 1%
Cc1cc(C)n(CC2CC(=O)N(c3ccc(F)c(Cl)c3)C2=O)n1 (centres undefined)
    ?, 3%, 10%, -7%, 1%, 26%, 0%, 24%, -8%
COCc1cc(C)n(CC(=O)Nc2c(C)cccc2C)c(=O)c1C#N
    2%, 0%, 0%, -3%, -13%, 9%, -2%, 25%, -4%
Cc1cc(C(=O)CCC(=O)NNC(=O)c2ccccc2O)c(C)s1
    9%, -2%, ?, -25%, -21%, -4%, 4%, 14%, 4%
